SRC1 TRFRET art – flags TR-FRET format artefacts in PPARgamma SRC-1 recruitment agonist screen | TR-FRET detection artefact counter-screen, emission ratio; active compounds read high | TR-FRET ratio at 8 µM | actives 0.34% (n = 99,000); in the data active = TR-FRET ratio above about 2300; note: inactives centre near 1800; reference of the scale not given here
SRC3 TRFRET art – TR-FRET artefact, counter-screen to PPARgamma/SRC-3 agonist assay; TR-FRET ratio at 8 µM; actives 0.39% (n = 99,000); PPARgamma/SRC-3 format; active compounds read high; in the data active = TR-FRET ratio above about 2000; note: inactives centre near 1600; reference of the scale not given here
The depositor's hits bear a star. Rows were taken by chance. About 0.65% of those tested had a hit in this group.

SMILES	SRC1 TRFRET art	SRC3 TRFRET art
CSc1nc2sccc2c(=O)[nH]1	1900	1619
COc1ccc(NC(=O)CC23CC4CC(CC(C4)C2)C3)cn1	1766	1529
COc1cc(NC(=O)COC(=O)CCc2cc(OC)c(OC)c(OC)c2)cc(OC)c1	1758	1624
O=S(=O)(Nc1ccccn1)c1cccc(S(=O)(=O)c2ccc(Cl)cc2)c1	1777	1467
CCN(C(=N)N=C(N)N)c1ccccc1	1813	1405
O=C(CSc1nc2ccccc2[nH]1)NC1CCCC1	1601	1361
Cc1ccc2nc(-c3ccc(SCC(=O)N4CCc5ccccc54)nc3)[nH]c2c1	1724	2738*
S=C(NCc1ccccc1)N1CCn2cccc2C1c1ccncc1 (stereo unspecified)	1678	1525
N#C/C(=C(/O)CSc1ncn[nH]1)c1nc2ccccc2[nH]1	1895	1711
CC(=O)c1c(C)[nH]c(C(=O)OCC(=O)Nc2ccc([N+](=O)[O-])cc2Cl)c1C	2043	1703
Cc1cc(=O)n2[nH]c(-c3sccc3-n3c(C)ccc3C)cc2n1	1834	1715
COc1ccc(C2CC(c3ccc(Cl)cc3Cl)Nc3nc(N)nn32)cc1OC (stereo unspecified)	2009	1801
COc1ccc(NC(=O)c2ccccc2SC)c(OC)c1	1820	1590
COc1c(C)cc(C(=O)C2CCCN(C(=O)c3ccoc3)C2)cc1C (stereo unspecified)	1571	1562
CSc1nc(C)cc(Oc2ccc(OCC(N)=O)nn2)n1	1616	1556
O=C(Nc1nc2ccc([N+](=O)[O-])cc2s1)c1c(F)cccc1F	1936	1500
CCOC(=O)Cc1cc(=O)n2[nH]cc(-c3cccc(Br)c3)c2n1	1855	1436
Cc1cc(C)n(CC(C)NCc2cn[nH]c2-c2cccc3ccccc23)n1 (stereo unspecified)	1723	1502
CCc1ccc(OCC(=O)NC(C)C)cc1	1670	1573
O=C(O)c1cccc(S(=O)(=O)NCCC(c2ccccc2)c2ccccc2)c1	1833	1442
CCN(C(=O)CN1CCOCC1)C1(C)C(=O)c2ccccc2C1=O	1832	1619
CCc1nnc(NC(=O)CSc2ccc(-c3nc4ccc(C)cc4[nH]3)cn2)s1	1759	1453
COc1ccc(C(C)=O)cc1CN1C(=O)NC2(CCCCCCC2)C1=O	1729	1366
CCOP(=O)(OCC)c1nc(-c2ccccc2Cl)oc1N1CCOCC1	1653	1578
O=C(c1cc(COc2ccc3ncccc3c2)on1)N1CCC(O)CC1	1675	1586
COC(=O)CC1=NN(c2nc3ccccc3s2)C(=O)/C1=C/N(C)C	2042	1677
CSc1c(SCc2ccccc2)cnn(-c2ccccc2)c1=O	2714*	2060*
Cc1ccc(NC(=O)[C@@H](NC(=O)c2cccc(S(=O)(=O)N3CCOCC3)c2)C(C)C)cc1C	1956	1824
COc1ccc2[nH]c(=O)c(-c3noc(-c4ccc(F)cc4)n3)cc2c1	1913	1772
NC(=O)COc1ccc(-c2noc(COc3ccccc3[N+](=O)[O-])n2)cc1	1687	1495
Cc1ccc(NC(=O)NC(=O)CSc2nnc(-c3ccc(OC(F)F)cc3)n2N)c(C)c1	1957	1425
O=C(C/C=N\O)Nc1ccc(Oc2ccccc2)cc1	1791	1546
O=C(COC(=O)C1CCN(S(=O)(=O)c2ccccc2)CC1)NC(=O)c1ccc(OC(F)F)cc1	2165	1661
Cc1[nH]c2ccccc2c1C(=O)NS(=O)(=O)Nc1ccccc1	1644	1480
CN(CC(=O)NCc1ccccc1Cl)CC(=O)Nc1cccc(F)c1	1725	1680
CN(C)/C=C/C(=O)c1ccc(Oc2ncccn2)cc1	1775	1730
O=C(O)Cc1ccc(-n2cccc2)cc1	1780	1519
COc1ccc(OC)c2c(C)cc(N3CCN(C(=O)c4ccc(C)cc4)CC3)nc12	1892	1562
C=CCN1C(=O)/C(=C2/Sc3ccc(OC)cc3N2C)SC1=Nc1ccc(OC)cc1	1562	1514
CC1=N/C(=C/c2ccco2)C(=O)O1	1680	1662
CN1C(=O)S/C(=C\c2ccc(-n3cncn3)cc2)C1=O	1887	1522
COc1ccccc1CNC(=O)c1cccc(NC(=O)c2ccccc2)c1	1826	1595
COc1ccc(O)c(-c2cc(-c3ccccc3[N+](=O)[O-])[nH]n2)c1	1779	1536
CC(C)(C)[Si](OCC[C@@H]1C[C@@]1(C)[C@@H](NP(=O)(c1ccccc1)c1ccccc1)c1ccccc1)(c1ccccc1)c1ccccc1	1703	1594
COc1ccc(-c2nn(-c3ccccc3)cc2C(=O)N2c3ccc(C)cc3C3CN(C)CCC32)cc1 (stereo unspecified)	1834	1699
COc1ccc(OCC(=O)Nc2ccc(S(=O)(=O)N3CCN(C)CC3)cc2)cc1	1837	1527
O=C(CSc1nnc(-c2ccncc2)n1-c1ccc(Cl)cc1)Nc1ccc(C(=O)O)cc1	1774	1482
COc1ccc(NC(=S)N(CCCN2CCCCC2)Cc2cccs2)cc1	1790	1671
COc1ccc(NC(=O)COc2ccc(/C=N/NC(=O)c3cccnc3)cc2OC)cc1	1661	1477
COCCn1c(SCC(=O)NNC(=O)c2ccc(OC)c(OC)c2)nc2ccccc2c1=O	1782	1427
Next records.
SMILES	SRC1 TRFRET art	SRC3 TRFRET art
C/C(=N\N=C1/NC(=O)C(C)S1)c1ccco1 (stereo unspecified)	2209	1610
C(=C\c1ccccc1)/C=N/Nc1nncc(-c2ccccc2)n1	1630	1646
COc1ccc(/C=N/NC(=O)COc2cccc3cccnc23)cc1OC	1660	1418
O=C(N/N=C/c1ccc[nH]1)c1cc(-c2ccc(Cl)cc2)nc2ccccc12	1972	1447
Cc1cc(C)c(C#N)c(SCC(=O)Nc2ccccc2C)n1	1673	1659
CCCCNC(C(=O)Nc1ccc(Cl)c([N+](=O)[O-])c1)c1ccccc1 (stereo unspecified)	2032	1609
CCOCCCn1c(SCC(=O)Nc2cc(C(C)(C)C)nn2-c2ccccc2)nc2ccccc2c1=O	1681	1339
Cn1c(=O)n(Cc2ccccc2Br)c2ccccc21	2098	1580
Cc1ccc(S(=O)(=O)Nc2nc3cc(C)c(C)cc3[nH]2)cc1	1700	1955
Oc1ccc(CCC2CCCCN2Cc2nc(C3CC3)no2)cc1 (stereo unspecified)	1890	1431
Cc1ccc(C(=O)NC(=S)NCc2cccnc2)c(C)c1	1790	1768
CCc1ccc2c(COC(=O)CNS(=O)(=O)c3ccc(NC(C)=O)cc3)cc(=O)oc2c1	1830	1888
COc1ccc(Br)cc1CNC(C)c1ccccc1 (stereo unspecified)	1609	1462
O=C(NC(=S)Nc1ccc2c(c1)OCO2)c1ccc(Cl)cc1	1477	1368
COCCN=C1NN=C(c2ccc(NC(C)=O)cc2)CS1	1743	1374
COc1cc(OC)cc(C(=O)N[C@H](C(=O)Nc2ccc3c(c2)OCO3)C(C)C)c1	1830	1291
COC(=O)C1=C(C)NC(=O)/C1=C\c1cc(C)n(-c2ccc(F)cc2)c1C	1637	1419
Cc1ccc(S(=O)(=O)N2CCC(C(=O)Nc3nnc(-c4ccc(F)cc4)s3)CC2)cc1	1716	1651
CN(Cc1ccccc1)C(=O)c1ccco1	1520	1487
COCCCNC(=O)c1ccc(-c2csc(C)n2)cc1	1732	1576
COC(=O)c1ccc(OCCN2CCCCCC2)cc1	1912	1520
O=C(CCc1nnc(CCCc2ccccc2)o1)NCCc1ccco1	1794	1809
O=C(N/N=C/c1cc([N+](=O)[O-])cc([N+](=O)[O-])c1O)/C(=C\c1cccs1)NC(=O)c1ccccc1	1538	1319
COc1ccc(C)cc1S(=O)(=O)N(CC(=O)Nc1cccc([N+](=O)[O-])c1)c1ccc(C)cc1	1518	1532
CC(NC(=O)Nc1ccc(Br)cc1)C(C)(C)C (stereo unspecified)	1911	1446
O=C(Cn1cc(C(=O)C(F)(F)F)c2ccccc21)NCc1ccco1	1809	1606
COc1ccc(-c2cc(C(F)(F)F)n3ncc(C(=O)Nc4c(C)n(C)n(-c5ccccc5)c4=O)c3n2)cc1	1714	1460
COc1ccc(C(=O)/C=C/Nc2ccc(S(=O)(=O)Nc3nc(C)cc(C)n3)cc2)cc1OC	2120	1599
CC1CN(S(=O)(=O)c2cccc(C(=O)Nc3ccc(S(=O)(=O)Nc4ncccn4)cc3)c2)CC(C)O1 (stereo unspecified)	1796	1629
Cc1ccc2[nH]c(O)c(N=NC(=O)CCc3ccccc3)c2c1Br	1525	1527
CC(=O)N(CCCCl)C(C#N)c1ccccc1 (stereo unspecified)	1720	1398
Cn1nnc2cc(C(=O)Nc3ccccc3)ccc21	1844	1580
C#CCOCCOCCOCCNc1nc(N2CCN(C(=O)Cn3cc(CCCCN)nn3)CC2)nc(N2CCN(C(=O)[C@H](C(C)C)n3cc(CCO)nn3)CC2)n1	1796	1431
COC(=O)CN(c1ccc(Cl)cc1C)S(C)(=O)=O	1812	1491
Cc1ccccc1/C=N/Nc1ccc(Cl)nn1	1889	1530
O=C(Nc1ccc(O)c(-c2nc3ccccc3s2)c1)c1cc(=O)c2ccccc2o1	1735	1611
CCN1C(=O)S/C(=C/c2ccc(Oc3ccc([N+](=O)[O-])cn3)c(OC)c2)C1=O	1767	1742
CCCOC(=O)c1cc(NC(=O)/C=C/c2ccccc2)ccc1O	1787	1768
CC1CCCC/C1=N\Nc1ccc(S(N)(=O)=O)cc1[N+](=O)[O-] (stereo unspecified)	1712	1551
CN=CC1=C(O)C(C(=O)OC)C(C)(C)CC1=O (stereo unspecified)	1509	1410
CN(C)CC(C)(C)CNC(=O)c1cc(Br)cc(Br)c1O	1515	1314
CCCS(=O)(=O)N1CCN(CCN2C(=O)c3cccc4cccc(c34)C2=O)CC1	1598	1612
Cc1ccc(CN2CCN(/N=C/c3cc(Br)cc(Br)c3O)CC2)c(C)c1	1625	1416
O=CC1=C(N2CCOCC2)/C(=C/c2ccc(Cl)cc2)CC1	1818	1785
CCC(=O)NC(=S)Nc1ccc(NC(=O)CC)cc1	1718	1650
N=C1C(c2ccccc2)=C(O)CN1c1ccccc1N1CCOCC1	1954	1781
Cn1c(=O)cc(SCC(=O)NCCC2=CCCCC2)c2ccccc21	1986	1753
COc1ccc(S(=O)(=O)N2CCN(c3ccccc3)CC2)cc1	1726	1649
O=C(/C=C/c1ccco1)OCc1nnc(-c2ccccc2)o1	1842	1602
O=C(CNS(=O)(=O)c1cccs1)NCc1ccccc1	1846	1518
Remaining list, next part.
SMILES	SRC1 TRFRET art	SRC3 TRFRET art
O=C(COC(=O)C1CC(=O)N(Cc2ccccc2)C1)c1ccc(F)cc1 (stereo unspecified)	1854	1512
COc1cc(C(=O)Nc2ccc3oc(-c4cccnc4)nc3c2)cc(OC)c1OC	1801	1545
COc1cccc(CN2CCN(Cc3cccc4c3OCO4)CC2CCO)c1 (stereo unspecified)	1713	1530
CSC1=N/C(=C\c2c(F)cccc2Cl)C(=O)S1	1764	1842
Cc1cc(C=O)c(C)n1-c1sc2c(c1C(=O)O)CCCC2	1697	1598
CN(Cc1ccccc1)c1cc(Cl)nc(N)n1	1951	1553
CC1CCN(S(=O)(=O)N2CCC(C(=O)NCc3ccc4c(c3)OCO4)CC2)CC1	1856	1496
O=C(Nc1cnc2ccccn2c1=O)c1ccc(Cl)cc1Cl	1706	1428
Cc1onc(-c2ccccc2)c1C(=O)NNC(=S)NC(=O)/C=C/c1cccs1	1752	1535
COCCN(C(=O)c1ccccc1OC)c1nnc(C)s1	1864	1530
CCN1C(=O)S/C(=C/c2ccc(Sc3nc4ccccc4[nH]3)o2)C1=O	1840	1454
CNc1c(N)c(=O)oc2ccccc12	1600	1644
Cc1ccc(S(=O)(=O)NNC(=O)Nc2ccc(Cl)cc2)cc1	1818	1495
Fc1ccc(/C=N/NC(=S)Nc2ccc(Cl)cc2)cc1F	1827	1510
COc1ccc(NCc2nnc(SCc3ccc(Cl)cc3)n2-c2ccccc2)cc1	1841	1499
O=C(COC(=O)Cc1c[nH]c2ccccc12)Nc1ccccc1	1727	1418
O=C(CN(c1ccc(F)cc1)S(=O)(=O)c1ccc2c(c1)OCCO2)N1CCOCC1	1630	1672
CC12CN3CC(C)(CN(C1)C3c1ccc3c(c1)OCO3)C2 (stereo unspecified)	1961	1599
O=C1c2cccc3c(N4CCOCC4)c([N+](=O)[O-])cc(c23)C(=O)N1c1cccc2ccccc12	1950	1518
O=C(Cn1cnc([N+](=O)[O-])n1)N/N=C/c1ccc2ccccc2c1	1773	1671
CC(C)c1ccc(NC(=O)C(=O)C2C(=O)Nc3ccccc32)cc1 (stereo unspecified)	1844	1772

Compounds from the list above with fluorine (13):
SMILES	SRC1 TRFRET art	SRC3 TRFRET art
O=C(Nc1nc2ccc([N+](=O)[O-])cc2s1)c1c(F)cccc1F	1936	1500
COc1ccc2[nH]c(=O)c(-c3noc(-c4ccc(F)cc4)n3)cc2c1	1913	1772
Cc1ccc(NC(=O)NC(=O)CSc2nnc(-c3ccc(OC(F)F)cc3)n2N)c(C)c1	1957	1425
O=C(COC(=O)C1CCN(S(=O)(=O)c2ccccc2)CC1)NC(=O)c1ccc(OC(F)F)cc1	2165	1661
CN(CC(=O)NCc1ccccc1Cl)CC(=O)Nc1cccc(F)c1	1725	1680
COC(=O)C1=C(C)NC(=O)/C1=C\c1cc(C)n(-c2ccc(F)cc2)c1C	1637	1419
Cc1ccc(S(=O)(=O)N2CCC(C(=O)Nc3nnc(-c4ccc(F)cc4)s3)CC2)cc1	1716	1651
O=C(Cn1cc(C(=O)C(F)(F)F)c2ccccc21)NCc1ccco1	1809	1606
COc1ccc(-c2cc(C(F)(F)F)n3ncc(C(=O)Nc4c(C)n(C)n(-c5ccccc5)c4=O)c3n2)cc1	1714	1460
O=C(COC(=O)C1CC(=O)N(Cc2ccccc2)C1)c1ccc(F)cc1 (stereo unspecified)	1854	1512
CSC1=N/C(=C\c2c(F)cccc2Cl)C(=O)S1	1764	1842
Fc1ccc(/C=N/NC(=S)Nc2ccc(Cl)cc2)cc1F	1827	1510
O=C(CN(c1ccc(F)cc1)S(=O)(=O)c1ccc2c(c1)OCCO2)N1CCOCC1	1630	1672
